IMPase cell inh: IMPase inhibition in cells; AID 901; 120,000 tested, under 10 active; P97697; CHO-M1 cells, IP1 accumulation, HTRF TR-FRET ratio; inhibition (IP1 accumulation), % at 46.1 µM; active = well fitted curve in the direction sought with a large enough effect in the signal ratio, not every such curve was filed as active; inconclusive = small, poorly fitted or top-dose-only effect, or a change in a side signal; inactive = no such curve, though single readings can be large or run the other way; the % refers to the signal ratio;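 note: cells stimulated with carbachol in lithium chloride buffer; plate controls were DMSO basal wells for no effect and reference inhibitor wells for full effect; higher means more IMPase inhibition seen as more IP1 and lower FRET ratio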
Target sequence (P97697 whole entry, looked up): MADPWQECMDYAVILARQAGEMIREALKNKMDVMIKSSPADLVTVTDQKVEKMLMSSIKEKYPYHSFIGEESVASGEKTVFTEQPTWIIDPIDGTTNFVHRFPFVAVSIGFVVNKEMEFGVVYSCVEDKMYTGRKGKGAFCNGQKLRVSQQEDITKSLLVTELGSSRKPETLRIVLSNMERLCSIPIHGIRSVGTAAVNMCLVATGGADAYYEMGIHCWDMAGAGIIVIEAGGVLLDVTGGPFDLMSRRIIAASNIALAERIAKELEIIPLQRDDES
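Cellular IMPase inhibition is scored as a rise in cytosolic IP1, detected by competitive TR-FRET between d2-labelled IP1 and a europium anti-IP1 antibody. M1-expressing CHO cells were stimulated with carbachol for 30 min at 37C, with lithium (50 mM LiCl) present in the buffer.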
ALOX15B inhib: inhibitors of human 15-lipoxygenase 2 (ALOX15B). 0.56% of 110,000 active. purified 15hLO-2, xylenol orange hydroperoxide absorbance. Potency, µM (titrated, usually from 57.1 µM), without a hit: at the highest dose activity change, negative = inhibition, usual class: inhibitors; note: potency is the fitted concentration of half-maximal effect; nearly all actives have a fitted effect of over 60% in size; many of its hits are not listed in these tables
Target sequence (O15296 whole entry, looked up): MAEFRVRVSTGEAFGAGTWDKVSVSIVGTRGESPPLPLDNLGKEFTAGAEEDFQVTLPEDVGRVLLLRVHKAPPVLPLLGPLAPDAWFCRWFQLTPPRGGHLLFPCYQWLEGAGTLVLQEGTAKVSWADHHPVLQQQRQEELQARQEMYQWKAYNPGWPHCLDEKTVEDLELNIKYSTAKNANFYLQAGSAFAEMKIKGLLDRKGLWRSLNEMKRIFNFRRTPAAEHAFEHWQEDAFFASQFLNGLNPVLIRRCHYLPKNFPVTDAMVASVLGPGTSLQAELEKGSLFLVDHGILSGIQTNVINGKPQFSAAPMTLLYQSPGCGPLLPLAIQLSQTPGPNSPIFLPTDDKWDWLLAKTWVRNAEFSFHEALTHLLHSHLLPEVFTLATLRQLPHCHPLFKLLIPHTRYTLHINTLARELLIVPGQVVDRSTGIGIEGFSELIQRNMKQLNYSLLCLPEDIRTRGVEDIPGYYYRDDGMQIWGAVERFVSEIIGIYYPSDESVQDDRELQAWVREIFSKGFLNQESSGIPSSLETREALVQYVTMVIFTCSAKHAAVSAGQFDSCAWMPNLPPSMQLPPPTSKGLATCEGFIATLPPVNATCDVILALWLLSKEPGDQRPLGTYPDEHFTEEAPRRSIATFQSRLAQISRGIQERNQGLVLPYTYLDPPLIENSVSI
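Enzyme 50 nM, AA 45 uM, 25 mM Hepes pH 7.5 + 0.01% Triton X-100; cpd preinc 15 min RT, rxn 90 min RT; stop/detect with 200 uM XO + 300 uM Fe(II) in 50 mM H2SO4, 30 min; A573/A405.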
PNC assembly inh: blocks assembly of the perinucleolar compartment; activity change (PNC), negative = inhibition, % at 10 µM; AID 2417; 3.1% of 140,000 active; PC3M PTB-GFP, PNC prevalence imaging, 16 h; hits give low values;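 active = readout at or below -70, meaning at least 70% loss of cells showing the perinucleolar compartment, a nuclear body marking cancer cells; inconclusive = readout between -30 and a set limit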;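 note: plate controls were DMSO wells for no effect and camptothecin positive control wells for full effect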
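Compounds are pinned in duplicate onto adhered PC3M cells stably expressing GFP-tagged PTB and incubated 16 h at 37 C. Cells are then fixed, nuclei stained with Hoechst, and PNC-positive cells counted.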
12-hLO inh: inhibitors of human 12-lipoxygenase (ALOX12); P18054; 0.12% of 150,000 active; Potency, µM (highest dose often 57.1 µM), without a hit: at the highest dose activity change, negative = inhibition, actives largely listed as inhibitors; AID 1452; purified 12-hLO, xylenol orange hydroperoxide absorbance; note: potency is the fitted concentration of half-maximal effect; nearly all actives have a fitted effect of over 55% in size; many of its hits are not listed in these tables
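Hydroperoxide output read as Fe(III)-xylenol orange absorbance, 573-to-405 nm ratio, after 30 min reaction with 40 uM arachidonic acid. Enzyme: 150 nM purified human 12hLO, 15 min compound preincubation; 25 mM Hepes pH 7.0, room temperature.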
* marks the source's active call; other numbers are inactive results; ? = inconclusive; . = not tested or not shown; [ ] = dose if it differs, or a comment. Unless noted, calls come from the whole dose curve; as a rule, active = well fitted curve in the direction sought with a large enough effect; inconclusive = small, poorly fitted or top-dose-only effect, or another doubt; inactive = no such curve, though single readings can be large; an effect the other way counts as inactive or inconclusive. Unless noted, % is set by controls: 0 for no effect and ±100 for the full control effect.

SMILES | IMPase cell inh | ALOX15B inhib | PNC assembly inh | 12-hLO inh
CC1CCN(CC(=O)c2c[nH]c3ccccc23)CC1 | -3 | 2% | -18 | -8%
CC(C)C(NC(=O)C1CCCCC1)C(=O)Nc1ccc2c(c1)OCCO2 (stereo unspecified) | 8 | -18% | -21 | -9%
CC1=C(C(=O)OCc2ccccc2)C(c2cccnc2)n2ncnc2N1 (stereo unspecified) | 2 | 9% | 38 | 0%
O=C(c1csnn1)N1CCC2(CCCN(Cc3cc(C(F)(F)F)cc(C(F)(F)F)c3)C2)CC1 | . | 10% | . | 6%
CCOC(=O)CN(Cc1sccc1C)C(=O)Nc1cccc(OC)c1 | . | . | 35 | 1%
Cc1cc(C)nc(Nc2n[nH]c(COc3ccc(Cl)cc3)n2)n1 | 7 | 5% | -29 | 0%
COc1ccc(/C=N/NC(=O)c2ccoc2C)cc1OC | . | . | -11 | 2%
Cc1ccc(OCC(O)CNS(=O)(=O)c2ccccc2C(=O)O)cc1 (stereo unspecified) | 4 | 1% | -24 | -8%
Cc1c(/C=C/C(=O)c2ccccc2)cnn1C | 0 | -1% | 62 | -6%
O=C(COc1ccccc1Cl)NNC(=O)C1CCCO1 (stereo unspecified) | 1 | 0% | ? | 2%
COc1cccc(/C=C2\N=C(c3c(-c4ccccc4)noc3C)OC2=O)c1 | -11 | -6% | ? | -1%
O=C(Cc1ccccc1)NCCc1ccc(Cl)cc1Cl | . | . | 52 | -3%
CCOC(=O)c1nnn(-c2nonc2N)c1CNc1ccccc1 | 7 | -2% | ? | 3%
CC1(C)C(C#N)=C(N)OC2=C1C(=O)CCC2 | 12 | 6% | ? | 6%
Cc1ccc(C(=O)NCC(=O)OCc2csc(-c3ccccc3)n2)cc1 | . | . | 103 | -11%
CCOC(=O)C(N)CSC1CC(=O)N(c2ccc(C(=O)OC)cc2)C1=O (stereo unspecified) | ? | -23% | -2 | 3%
CCC(C)NC(=O)NC(=O)N(C1CCCCC1)S(C)(=O)=O (stereo unspecified) | 1 | . | -7 | 1%
COc1ccc(C2Nc3ccccc3C(=O)N2Cc2ccco2)cc1COc1ccc(NC(C)=O)cc1 (stereo unspecified) | 2 | -10% | ? | -2%
CC1=C(C(=O)Nc2cccnc2)C(c2cccnc2)n2ncnc2N1 (stereo unspecified) | . | . | 5 | -1%
COc1ccc(Oc2ncc3ncc(=O)n(Cc4cccc(OC)c4)c3n2)cc1 | . | -12% | . | -10%
CCOC(=O)Cn1c(=NC(=O)CN2C(=O)CCC2=O)sc2cc(S(N)(=O)=O)ccc21 | . | . | 54 | -1%
O=C(O)CCSc1nnc(-c2ccncc2)n1-c1ccccc1 | ? | . | -19 | 0%
O=C(Nc1nc(-c2ccc(Cl)s2)cs1)c1cccs1 | 6 | 8% | -10 | -14%
CCCn1nc2cc(C(=O)NC3CCc4ccccc43)ccc2c1OCC (stereo unspecified) | ? | -11%[11.4 µM] | 29 | 3%
Cc1nn(Cc2ccc(Cl)cc2Cl)c(C)c1NC(=O)Cn1nc([N+](=O)[O-])c(Cl)c1C | -9 | -12% | 38 | -2%
COc1cccc(-c2nnn(CC(C)=O)n2)c1 | -9 | . | 32 | -4%
NC(=O)c1sc(=S)n(-c2ccc(Br)cc2)c1N | 1 | -9% | 4 | -2%
O=C(CN(Cc1ccc2c(c1)OCO2)C(=O)CNS(=O)(=O)c1ccccc1)NCC1CCCO1 (stereo unspecified) | 1 | 2% | -8 | 3%
O=C(Oc1cccnc1)c1ccc(Cl)cc1 | 0 | -1% | -20 | 5%
Nc1nc(CC(=O)CSc2ccc(Cl)cc2)nc(Nc2ccc(F)cc2)n1 | 0 | . | 20 | -1%
O=[N+]([O-])c1ccc(Sc2nc3ccccc3o2)c([N+](=O)[O-])c1 | 11 | -3% | 32 | 3%
O=C(COC(=O)CNC(=O)c1ccccc1)Nc1cccc(Br)c1 | ? | . | 25 | 0%
COc1ccccc1NC(=O)c1c(Nc2ccccc2C)sc(C(=O)Nc2cccc(Cl)c2)c1N | . | . | ? | -9%
CCCCCCC1CC(CSC(=N)N)OC1=O (stereo unspecified) | 7 | 11% | 18 | 8%
CC1CCc2c(C(=O)OCC(=O)Nc3cccc(S(=O)(=O)N4CCCCCC4)c3)csc2C1 (stereo unspecified) | . | . | -3 | -1%
COc1ccc(C2C(C#N)=C(N)N(c3sc4c(c3C#N)CCCC4)C3=C2C(=O)CC(C)(C)C3)cc1OC (stereo unspecified) | 0 | -5% | -9 | 3%
COC(=O)/C=c1/s/c(=C(/C#N)C(=O)N2CCOCC2)n(-c2ccccc2)c1=O | -6 | -8% | 8 | -2%
Fc1ccc(CNc2nc3ccccc3n3cnnc23)cc1 | 6 | 7% | ? | -7%
O=C(Cn1cc([N+](=O)[O-])cn1)Nc1ccc(Cn2cc(Br)cn2)cc1 | . | . | -18 | -1%
Cc1cc(S(=O)(=O)NCc2ccco2)c(C)s1 | 2 | -2% | ? | 0%
CCOC(=O)N1CCN(C(=O)CCCn2c(=S)[nH]c3ccccc3c2=O)CC1 | 1 | 0% | -8 | -3%
CCOC(=O)N1CCC(N2CC34C=CC(O3)C(C(=O)Nc3ccc(C(C)C)cc3)C4C2=O)CC1 (stereo unspecified) | 2 | 1% | -3 | -8%
Nc1nc(SCC(=O)N2CCc3ccccc3C2)[nH]c(=O)c1-c1ccccc1 | 2 | -10% | -18 | 2%
COc1ccc(NS(=O)(=O)c2cccc(-c3nnc(-c4ccccc4)o3)c2)cc1 | 14 | . | -12 | -11%
CCC1(C)OC(=O)N2CCc3c(C)[nH]c4c(C)ccc(c34)C21C (stereo unspecified) | 4 | -8% | -4 | -8%
CS(=O)(=O)N(CC(=O)Nc1ccccc1C(=O)N1CCOCC1)c1ccccc1 | 9 | . | ? | 6%
COc1cccc(/C=N\NC(=O)c2cc(OCC(F)(F)F)ccc2OCC(F)(F)F)c1 | 12 | -5% | 27 | 2%
Cc1cccc(Cn2c(Sc3nc(C)cs3)nc3c2c(=O)[nH]c(=O)n3C)c1 | 1 | -8% | 24 | -5%
CCOc1ccc2[nH]c(=O)c(C(c3nnnn3Cc3ccco3)N3CCC(C)CC3)cc2c1 (stereo unspecified) | -3 | 5% | -25 | 4%
CCc1nnc(NC(=O)c2ccc(COc3ccc(C)cc3)o2)s1 | 3 | -3% | -8 | 5%
CC1CCCN(CCOCCOc2ccc(Br)cc2Cl)C1 (stereo unspecified) | . | . | -5 | 1%
CCOc1ccc(CCNC(=O)CN(C)S(=O)(=O)c2ccc3c(c2)CCC(=O)N3)cc1OCC | -6 | -2% | -26 | -6%
c1ccc(-n2nnnc2SCc2cccc(CSc3nnnn3-c3ccccc3)n2)cc1 | . | . | 26 | -2%
CCN(CC)C(=O)C1CCCN(c2ncnc3c2cnn3-c2cccc(C)c2)C1 (stereo unspecified) | 12 | 7% | ? | 7%
Cc1ccc2c(Cl)c(C(=O)Nc3cccnc3)sc2c1 | . | . | -21 | 3%
C/C(CC(=O)Nc1ccccn1)=N\NC(=O)Cc1cccc2ccccc12 | -12 | 4% | ? | -3%
COC(=O)C(C)N(C#N)c1nc(NC(C)C)nc(SC)n1 (stereo unspecified) | 4 | -2% | 49 | 2%
CCOc1cc(S(=O)(=O)NCCc2ccccc2C)c(OCC)cc1-n1cnnn1 | 2 | -4% | 44 | -8%
CCN1C(=O)/C(=C\N2CCCCCC2)SC1=S | 22 | -19% | 14 | -16%
CCOC(=O)C1CCN(CC(=O)Nc2c(C(=O)OC)[nH]c3ccccc23)CC1 | 4 | -3% | ? | -1%
Further structures:
SMILES | IMPase cell inh | ALOX15B inhib | PNC assembly inh | 12-hLO inh
CC(C)(C)NC(=O)c1cc(F)c(F)cc1Cl | -1 | -2% | -21 | 7%
C=CCNC(=S)/N=c1\sccn1C | -1 | -8% | ? | -6%
Oc1csc(Cc2nc(-c3ccc4ccccc4c3)cs2)n1 | -2 | -21% | ? | -11%
Cc1c(NC(=O)CSc2cccc3cccnc23)c(=O)n(-c2ccccc2)n1C | 7 | 2% | 25 | -2%
O=C(/C=C/c1ccccc1)Nc1cc(S(=O)(=O)N2CCOCC2)ccc1N1CCCC1 | . | . | -29 | -2%
CCCS(=O)(=O)n1nc(-c2ccc(OC)cc2)cc1N | 17 | 3% | 44 | 2%
CN(C)c1ccc(NC2=C([N+](=O)[O-])CS(=O)(=O)C2)cc1 | 13 | -27% | 14 | 1%
O=C(Nc1ccc(O)c2c(=O)cc(-c3ccccc3Cl)oc12)c1cccc(Cl)c1 | . | . | -80* | 0%
O=c1[nH]cnc2ccccc12 | . | -5%[0.0915 µM] | 39 | 4%[0.00818 µM]
COc1ccc(N(CC(=O)O)S(=O)(=O)c2ccc(OC)c(OC)c2)cc1 | 8 | -4% | 40 | -5%
CCN(CC)S(=O)(=O)c1ccc(NC(=O)c2ccc(NS(C)(=O)=O)cc2)cc1 | -9 | -4% | 20 | -1%
CCC(=O)NC(=S)Nc1ccccc1C(=O)NC1CCCCC1 | . | . | 27 | 0%
CNC(=O)c1ccc2c(c1)nnn2C | . | . | ? | 3%
Cc1ccc(C(=O)/C=C2/NC(=O)CS2)cc1 | ? | . | 13 | -1%
Nc1c2c(nc3sc4c(c13)CCCCC4)CCCCC2 | . | . | 8 | 1%
C/C=C/C=N/Nc1nc(-c2ccc([N+](=O)[O-])cc2)cs1 | . | . | 28 | -2%
COc1ccc(/C=N/NC(=O)c2c([N+](=O)[O-])c(C)nn2C)cc1 | . | . | 49 | -1%
O=C(N/N=C/c1ccco1)c1ccccn1 | -3 | 5% | 15 | -2%
COc1ccc2c(CC(=O)Nc3nnc(C4CC4)s3)coc2c1 | -4 | -13% | -14 | -4%
COc1ccccc1N(C(=O)CN1C(=O)c2ccccc2S1(=O)=O)C(C(=O)NCC1CCCO1)c1ccc(F)cc1 (stereo unspecified) | . | . | -6 | -4%
O=C(CNC(=O)c1ccc(Br)cc1)NCCc1nc2ccccc2[nH]1 | -2 | 20% | -5 | 5%
COc1ccc(OC)c(Nc2cc(C)nc3ccccc23)c1 | -5 | 25% | 10 | 7%

An excerpt from above in order of SMILES length, ascending:
SMILES | IMPase cell inh | ALOX15B inhib | PNC assembly inh | 12-hLO inh
CCN1C(=O)/C(=C\N2CCCCCC2)SC1=S | 22 | -19% | 14 | -16%
NC(=O)c1sc(=S)n(-c2ccc(Br)cc2)c1N | 1 | -9% | 4 | -2%
COc1ccc(OC)c(Nc2cc(C)nc3ccccc23)c1 | -5 | 25% | 10 | 7%
CCC(=O)NC(=S)Nc1ccccc1C(=O)NC1CCCCC1 | . | . | 27 | 0%
COc1ccc2c(CC(=O)Nc3nnc(C4CC4)s3)coc2c1 | -4 | -13% | -14 | -4%
CCOC(=O)CN(Cc1sccc1C)C(=O)Nc1cccc(OC)c1 | . | . | 35 | 1%
O=C(COC(=O)CNC(=O)c1ccccc1)Nc1cccc(Br)c1 | ? | . | 25 | 0%
C/C=C/C=N/Nc1nc(-c2ccc([N+](=O)[O-])cc2)cs1 | . | . | 28 | -2%
CCC1(C)OC(=O)N2CCc3c(C)[nH]c4c(C)ccc(c34)C21C (stereo unspecified) | 4 | -8% | -4 | -8%
O=C(Nc1ccc(O)c2c(=O)cc(-c3ccccc3Cl)oc12)c1cccc(Cl)c1 | . | . | -80* | 0%
COc1cccc(/C=N\NC(=O)c2cc(OCC(F)(F)F)ccc2OCC(F)(F)F)c1 | 12 | -5% | 27 | 2%
COC(=O)/C=c1/s/c(=C(/C#N)C(=O)N2CCOCC2)n(-c2ccccc2)c1=O | -6 | -8% | 8 | -2%

Screening data: PubChem, National Center for Advancing Translational Sciences (NCATS)

An excerpt. The share of hits here may be higher or lower than overall.
